M5 PAM: positive allosteric modulators of human muscarinic M5 receptor; P08912; CHO-K1 hM5, Fluo-8 calcium, ACh EC20 PAM; 0% = ACh EC20, 100% = ACh EC100; activation, % at 3 µM; actives 0.3% (n = 360,000); AID 624038;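 active means activation above the run cutoff, the mean activation of all test compounds plus 3 SD, cut at about 18% in these data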
Target sequence (P08912 whole entry, looked up): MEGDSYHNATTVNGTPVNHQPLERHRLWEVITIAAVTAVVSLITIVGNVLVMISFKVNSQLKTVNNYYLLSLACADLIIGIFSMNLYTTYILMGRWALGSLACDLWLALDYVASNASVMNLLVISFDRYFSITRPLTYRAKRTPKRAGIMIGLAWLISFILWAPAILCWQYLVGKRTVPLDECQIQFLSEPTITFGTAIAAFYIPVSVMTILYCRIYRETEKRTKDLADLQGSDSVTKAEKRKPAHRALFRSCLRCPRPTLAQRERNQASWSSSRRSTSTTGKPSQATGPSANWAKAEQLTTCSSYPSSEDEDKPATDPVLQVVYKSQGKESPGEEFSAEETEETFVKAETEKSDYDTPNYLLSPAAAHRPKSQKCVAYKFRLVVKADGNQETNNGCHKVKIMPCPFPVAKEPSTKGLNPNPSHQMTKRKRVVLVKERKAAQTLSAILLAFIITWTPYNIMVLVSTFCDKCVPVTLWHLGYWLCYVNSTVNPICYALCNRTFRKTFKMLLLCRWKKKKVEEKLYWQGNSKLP
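System – CHO-K1 hM5 cells · Compound – 3 µM, single dose · Incubation – compound preincubation 140 s before EC20 acetylcholine addition · Technique – Fluo-8 calcium fluorescence · Measure – Max/basal fluorescence ratio as % of EC20–EC100 ACh window · Benchmarks – low control EC20 acetylcholine (0%), high control EC100 acetylcholine (100%) · Replication – singlicate, one well per test compound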
M5 ag: CHRM5 agonism in calcium assay; P08912; actives 0.19% (n = 360,000); AID 624037; activation, % at 3 µM; CHO-K1 hM5 cells, Fluo-8 calcium fluorescence; 0% DMSO wells, 100% maximal acetylcholine response;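 active means activation above the run's mean over test compounds plus 3 SD, cut at about 23% in these data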;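 further: signal is peak over basal fluorescence ratio across the kinetic read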
M5 antag: CHRM5 antagonism in calcium assay; inhibition, % at 3 µM; CHO-hM5 cells, Fluo-8 calcium fluorescence, ACh EC80; P08912; actives 0.59% (n = 360,000);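 active means inhibition above a per-plate cutoff, the mean of that plate's test compounds plus 3 SD, cut at about 27% in these data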;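 further: 0% = acetylcholine EC80 with DMSO and 100% = DMSO without agonist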
CHRM4 agonist: agonists of human muscarinic M4 receptor (CHRM4); P08173; CHO-K1 hM4/Gqi5, Fluo-8 calcium fluorescence; vehicle 0%, full acetylcholine response 100%; activation, % at 3 µM; actives 0.14% (n = 360,000);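 active means activation above the run mean over all test wells plus 3 SD, cut at about 32% in these data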;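 further: peak over basal fluorescence ratio per well then scaled between controls; 0% = DMSO wells and 100% = acetylcholine at EC100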
Target sequence (P08173 whole entry, looked up): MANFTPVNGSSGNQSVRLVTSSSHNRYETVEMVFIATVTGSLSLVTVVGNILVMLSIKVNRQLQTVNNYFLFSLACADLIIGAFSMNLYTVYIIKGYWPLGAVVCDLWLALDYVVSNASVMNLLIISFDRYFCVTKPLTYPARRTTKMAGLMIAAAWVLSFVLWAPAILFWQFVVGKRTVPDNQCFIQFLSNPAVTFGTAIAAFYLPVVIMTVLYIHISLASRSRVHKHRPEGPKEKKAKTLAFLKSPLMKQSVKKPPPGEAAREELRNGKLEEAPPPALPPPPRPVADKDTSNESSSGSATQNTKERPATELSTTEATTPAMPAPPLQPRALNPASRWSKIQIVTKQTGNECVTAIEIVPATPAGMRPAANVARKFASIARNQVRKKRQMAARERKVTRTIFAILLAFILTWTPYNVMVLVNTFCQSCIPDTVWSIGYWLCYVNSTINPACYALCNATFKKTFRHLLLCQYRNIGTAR
M4 antag: blocks acetylcholine activation of human M4 receptor. actives 0.73% (n = 360,000). inhibition, % at 3 µM. CHO-hM4 cells, ACh EC80, Fluo-8 calcium fluorescence. P08173. AID 624125;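 active means inhibition above its plate's cutoff, the mean inhibition of sample wells plus 3 SD, cut at about 27% in these data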;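 further: 0% = acetylcholine EC80 with DMSO and 100% = DMSO without agonist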
CRFBP-R2 agonist: agonists of human CRF-binding protein/CRF-R2 receptor complex; activation, % at 13.2 µM; actives 0.46% (n = 350,000); HEK293 CRF-R2/CRF-BP, calcium dye fluorescence (FLIPR); percent of saturating CRF peptide response;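 active means activation of at least 50%, plus an integration ratio under a set limit after plate pattern correction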;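 further: plate controls were neutral control wells without compound for no effect and CRF at EC100 for full effect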
CHRM1 PAM: positive allosteric modulators of human M1 muscarinic receptor; CHO-K1 hM1, Fluo-8 calcium fluorescence, ACh EC20; 0% = ACh EC20, 100% = maximal ACh; activation, % at 3 µM; actives 0.088% (n = 360,000); in the data active means activation above about 19%, passing the limit was not always enough
CRFBP-R2 block: antagonists of CRF-binding protein/CRF-R2 receptor complex | HEK293 CRF-R2/CRF-BP, CRF-induced calcium fluorescence | inhibition, % at 11.8 µM | actives 0.59% (n = 350,000);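 active means inhibition of the ligand-induced calcium signal above about 50% at the single tested concentration, limit read from the data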
CHRM4 PAM: positive allosteric modulators of human muscarinic M4 receptor | actives 0.4% (n = 360,000) | activation, % at 3 µM | AID 624126 | P08173 | CHO-K1 hM4/Gqi5, Fluo-8 calcium fluorescence, ACh EC20; 0% = ACh EC20, 100% = maximal ACh;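 active means activation above its plate's cutoff, the mean activation of sample wells plus 3 SD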; further: some results filed as inactive read as strong as hits
Active calls of the source: *; / = not tested or not shown.

Each structure is followed by: M5 PAM, M5 ag, M5 antag, CHRM4 agonist, M4 antag, CRFBP-R2 agonist, CHRM1 PAM, CRFBP-R2 block, CHRM4 PAM
- Cn1nccc1C(=O)NC(=S)Nc1sc2c(c1C#N)CCCCC2
  3.9, -3.3, -5.8, 0.1, -7.7, -1.1, 11.5, 8.6, 8.4
- COc1cccc(CNC(=O)C(=O)NCCC2CCCCN2S(=O)(=O)c2cccs2)c1 (stereo unspecified)
  -7.4, -4.1, 5.5, 5.4, -0.7, -0.9, 5.6, -3.9, -5.9
- Cc1c([N+](=O)[O-])c([N+](=O)[O-])nn1CC(=O)NCCc1ccccc1
  -1.0, -3.6, 7.4, 0.8, 1.8, -3.4, -0.5, 10.8, 6.2
- COc1ccc(NC(=O)CC2C(=O)N(C)C(=S)N2Cc2ccc3c(c2)OCO3)cc1 (stereo unspecified)
  5.2, 2.9, -4.3, 5.5, -7.3, 6.1, 3.5, -26.2, 3.4
- CCOC(=O)c1c(NC(=O)c2nn(CC)cc2Br)sc(C)c1C
  4.3, -0.3, -2.0, 0.3, 0.6, 2.3, 3.9, -21.7, 2.0
- CC(=O)c1cccc(N(CC(=O)N2CCCC2)S(C)(=O)=O)c1
  5.9, 2.1, -3.3, 0.8, -1.9, -0.2, 17.8, -19.8, 14.5
- O=C(CNC(=O)c1ccco1)NNC(=O)c1cccc(Cl)c1
  5.9, 1.9, 4.6, -0.5, -8.7, 0.3, 8.4, 12.9, 11.6
- Cc1ccc(-c2cccc([C@H]3[C@@H]4C=CC[C@@H](C)[C@@H]4C(=O)N3Cc3ccccc3)c2)cc1
  -3.7, 0.4, 0.8, -0.7, -13.1, 6.7, -5.2, -18.8, -2.3
- COc1ccc(/C=C2\N=C3CCCCCN3C2=O)cc1OC
  8.1, -1.9, -7.5, 0.5, -4.6, -0.8, 5.5, -12.6, 21.4
- COc1ccc(CNC(=O)COC(=O)[C@H](Cc2c[nH]c3ccccc23)NC(=O)c2cccs2)cc1
  -14.4, 0.3, 10.9, 12.5, 30.7*, -0.8, -1.7, 10.0, -23.5
- COc1ccc(N(CC(=O)NCCC2=CCCCC2)S(C)(=O)=O)cc1
  5.5, 0.8, -3.9, 1.2, 1.3, -0.2, 4.0, -7.8, 8.1
- COc1cccc(C2/C(=C(/O)c3ccc4c(c3)CC(C)O4)C(=O)C(=O)N2CC2CCCO2)c1 (stereo unspecified)
  -1.8, -4.4, 8.0, 0.5, -9.9, 0.2, 17.2, -4.1, 2.9
- COc1ccc(Cl)cc1NC(=O)CSc1nnc(C2CC2)n1N
  -2.1, 0.5, 8.5, 0.6, 3.7, 0.0, 3.9, 2.4, -2.5
- COc1cccc(/C=N/n2c(=S)n(C)c3cc(C)c(C)cc32)c1OC
  1.2, -2.2, 5.2, 1.2, -3.5, -0.1, 2.2, 18.8, 22.1
- Cc1[nH]n(-c2ccccc2)c(=O)c1S(=O)(=O)c1ccccc1
  -5.7, 2.5, 2.6, 1.4, 6.5, 0.4, 9.7, 18.1, 2.5
- COc1ccc(C(=O)COC(=O)CCCN=C2NS(=O)(=O)c3ccccc32)c(OC)c1
  -5.7, 6.1, -5.7, 6.2, -12.9, -0.2, 8.6, -18.8, 7.4
- Cc1ccc(CN2C(=O)CCC2C(=O)NCCN2CCOCC2)cc1 (stereo unspecified)
  -0.3, 0.0, 0.8, 0.8, -2.4, 1.7, 7.3, 9.1, 1.1
- COc1ccc(S(=O)(=O)N(C)CC(=O)NCc2ccco2)cc1OC
  12.8, -2.1, -14.7, 0.8, -28.1, 3.9, 17.4, 0.9, 3.2
- Cc1ccc(CN(C(=O)c2cc3ccccc3oc2=O)C2CCS(=O)(=O)C2)cc1 (stereo unspecified)
  0.2, 1.9, 1.3, 1.2, -4.0, -1.0, 8.4, -3.3, 2.8
- Cn1sc(NC(=O)c2cccc(Cl)c2)nc1=O
  4.5, 3.2, -4.3, -2.3, 9.7, -0.1, 17.0, -16.7, 2.8
- O=C(O)CCCN1C(=O)/C(=C\C(Cl)=C\c2ccccc2)SC1=S
  2.2, -1.3, 11.6, 0.5, -11.5, -3.7, 13.7, -6.4, 4.2
- CCC(=O)c1cc2c(C)cc(=O)oc2c(C)c1OC(C)=O
  -3.7, -3.4, 3.2, 1.0, -0.8, 0.5, -3.6, 1.8, 12.7
- COc1ccccc1/C=N/NC(=O)c1nnn(-c2nonc2N)c1-c1cccs1
  4.3, -2.4, -17.2, 6.8, -10.4, -1.8, 0.3, 4.8, 1.0
- COc1cccc(CNC2CCCc3ccccc32)c1OC (stereo unspecified)
  -4.0, -3.3, 3.7, 2.5, 6.2, -2.5, -7.8, -20.0, -3.1
- COc1[nH]c(/N=C/c2ccccc2)c(C#N)c1C#N
  -2.4, 4.5, -1.4, 1.5, 4.0, 22.2, 5.2, -4.3, -5.9
- O=C(N[C@@H]1CCC(=O)N(CC[C@H](Sc2ccc(Br)cc2)c2ccccc2)CC1)OCc1ccccc1
  -8.4, -2.4, 9.2, 1.7, 16.2, 1.7, -10.3, 0.2, -7.4
- O=C(/C=C/c1ccccc1Cl)NCCc1ccc(F)cc1
  -3.0, -5.4, 5.9, 2.1, 4.1, 10.0, 9.2, -14.9, -1.5
- O[C@H]1COC2C1OC[C@@H]2O (stereo partly specified)
  -2.1, -0.2, 4.5, 1.0, -18.7, 0.2, 11.0, -21.0, 4.3
- O=C(NCCCCCCNC(=O)c1cncc(O)c1)c1cncc(O)c1
  1.1, -2.2, 6.9, -0.1, 1.2, -0.3, 10.9, 18.4, 0.4
- c1ccc(-n2cnc3cc(NCc4ccco4)ccc32)cc1
  2.2, -5.7, -0.6, 2.2, -7.3, 0.3, 5.6, -20.4, -2.0
- CCC(C(=O)OCC(=O)Nc1ccc(C(N)=O)cc1)c1ccccc1 (stereo unspecified)
  -7.6, 2.8, 3.5, 7.2, 2.1, -0.4, -3.0, 12.8, -11.1
- CCn1c(CSc2nc3ccccc3[nH]2)nc2cc(C(=O)O)ccc21
  3.6, 2.8, -6.8, 0.7, -1.2, 3.3, 9.3, 10.8, -0.2
- CCN(CC)CCNC(=O)CN1C(=O)COc2ccc(S(=O)(=O)N3CCOCC3)cc21
  1.6, -5.2, 9.0, 0.2, 1.9, -0.5, 14.6, 0.3, -1.9
- O=C(Nc1ccccc1)N1CCN(Cc2ccccc2)CC1
  4.5, -2.1, 2.9, 0.5, -5.3, -0.6, 4.3, 3.4, 1.7
- CCCCOc1ccc(C(=O)NCC(=O)NC2CCN(Cc3ccccc3)CC2)cc1
  -1.0, -5.7, 4.9, 3.3, 2.5, -1.1, 3.1, -8.6, -3.9
- CCOc1c2ccc(C(=O)NCC34CC5CC(CC(C5)C3)C4)cc2nn1CC
  9.2, -10.7, 1.9, -0.4, -12.2, 0.3, -0.5, -0.2, 8.6
- COC(=O)c1cccc(N2C(=O)C3CC=CCC3C2=O)c1 (stereo unspecified)
  -5.9, -6.4, -2.8, 0.5, -5.4, 0.6, 9.0, 3.1, 10.6
- Cc1cc2cc(C#N)c(N3CCOCC3)nc2cc1Cl
  -1.0, 0.4, 9.4, 9.2, 3.7, 1.0, 6.7, -11.4, -6.5
- Cc1cc(Nc2cc(F)ccc2C)n2ncnc2n1
  0.4, 1.6, 1.6, 0.9, -11.5, -2.8, 9.5, -15.9, 5.7
- COC(=O)c1ccc(-n2cc(-c3ccc(OC)cc3)[nH]c2=S)cc1
  -8.3, -0.1, 8.0, 3.3, -3.2, 0.5, 6.4, 27.5, 0.7
- CC(=O)Nc1ccc(NS(=O)(=O)c2ccc(Cl)c(C(=O)O)c2)cc1
  1.4, 2.5, 1.8, 0.6, -12.3, 4.6, 6.1, -33.2, 11.5
- COc1ccccc1C(=O)NC(CCSC)C(=O)NNC(=O)c1ccncc1 (stereo unspecified)
  1.1, -3.6, 3.1, 0.8, -5.6, -1.1, 5.4, 0.8, -1.7
- Cc1ccccc1S(=O)(=O)NC(=O)C1(C)CCN1C(=O)c1cccc(F)c1 (stereo unspecified)
  1.3, 0.3, 0.0, 0.8, -9.9, /, 9.2, /, 4.1
- O=C(COc1ccc(S(=O)(=O)N2CCOCC2)cc1Cl)NCc1ccccn1
  -1.8, -2.5, 8.5, 2.6, -10.1, -0.9, 12.0, 6.5, -0.9
- O=c1c2c(-c3cccc([N+](=O)[O-])c3)ccnc2[nH]n1-c1ccccc1
  8.1, -1.9, -2.6, 0.9, -3.4, -1.6, 18.0, -0.1, -2.0
- CCc1nc2ccc(C(=O)NCCCn3ccnc3)cn2c1N(C)C(=O)c1cccc(OC)c1
  4.7, -4.0, 17.2, 0.8, -10.7, /, 5.4, /, 3.4
- O=C(Nc1ccc(F)cc1)c1cccnn1
  -4.3, -3.1, 5.7, 1.2, -3.4, -1.1, 7.4, -2.9, 0.2
- Cc1sc2ncn(CC(=O)NCCCC(=O)N3CCN(Cc4ccc5c(c4)OCO5)CC3)c(=O)c2c1C
  2.8, 0.9, 2.4, 2.8, -0.9, -0.1, -7.4, -6.9, 0.2
- CCN(CC)S(=O)(=O)c1ccc(OC)c(NC(=O)CSCc2c(C)noc2C)c1
  -0.4, 0.4, 10.4, 2.7, -0.9, -1.1, -8.5, -3.4, 4.6
- CN(C(=O)c1cccnc1)c1nc(-c2ccccc2)cs1
  0.6, 2.1, -4.6, 3.0, 0.7, -2.8, 3.1, -1.7, 3.7
- O=C(N/N=C/c1ccco1)c1ccc(NC(=O)C2CCCCC2)cc1
  11.1, -1.8, 2.1, 3.0, -6.3, 0.3, -8.2, -3.8, 1.1
- CCN1CCN(C(=O)/C=C/c2cccc(Cl)c2)CC1
  0.7, -2.7, 10.7, 1.4, -3.5, -0.4, 1.4, -4.8, -0.7
- Cc1sc(NC(=O)Cn2c(=O)oc3ccccc32)nc1-c1ccc(Cl)cc1
  -5.2, -2.2, 3.9, 0.8, -1.6, -2.4, -9.3, -25.0, -3.4
- Cn1c(=Nc2ccc(N3CCOCC3)cc2)ccc2ccccc21
  -21.1, -1.9, 39.3*, 1.6, 20.6, -0.4, -13.2, 4.9, -5.1
- COc1ccc2c(c1)CC/C(=C/c1ccco1)C2=O
  0.1, -4.2, -7.8, 0.1, -6.7, 4.8, 3.4, 23.0, 9.3
- Cc1c(Cl)ccc(S(=O)(=O)NCCN2CCOCC2)c1Cl
  -6.2, 0.8, 6.5, 1.3, 0.6, -0.5, 6.8, 0.4, -1.2
- Cc1ccc(NC(=O)c2ccc(S(=O)(=O)N3CCCC3)cc2)cc1
  -4.5, -5.8, 2.5, 4.9, -7.3, -0.6, 5.2, 14.4, 6.7
- O=C(O)CSCC(=O)Nc1cc(C(F)(F)F)ccc1Cl
  -3.1, -0.1, 14.2, 2.7, 6.0, 0.4, 9.5, 0.5, 9.6
- O=C(c1ccc(F)cc1)N(Cc1cccs1)C1CCS(=O)(=O)C1 (stereo unspecified)
  0.7, -3.4, 11.1, 0.8, -12.4, -0.5, 4.0, 14.5, -0.8
- Cc1ccc(C(=O)Cn2cnc3ccccc3c2=O)cc1C
  -9.9, -0.8, 5.5, 1.9, 4.3, -2.1, 5.6, -4.1, 3.5
- O=C(Nc1cccc(Cl)c1)N1CCc2ccccc2C1
  -3.8, -10.6, 12.4, 3.6, 6.4, 1.5, 1.8, -11.2, -6.6
- Cc1ccc(S(=O)(=O)N2CCN(c3cnn(-c4ccccc4)c(=O)c3Cl)CC2)cc1
  -0.9, -0.8, 1.1, 0.1, 5.5, -0.5, 7.5, -19.5, 10.7
- c1ccc(CNc2nc(NCc3ccco3)nc(N3CCOCC3)n2)cc1
  -2.1, 0.2, -5.5, 7.9, 7.8, -0.6, 4.7, 5.1, -3.9
